D2 potentiator: positive allosteric modulators of human D2 dopamine receptor | hit rate 0.34% among 340,000 | HEK293 T-REx D2, calcium flux, EC20 dopamine potentiation | P14416 | potentiation, % at 10 µM;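 active = potentiation over 3 SD above the plate norm, cut at about 30% in these data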; note: 0% is about no effect
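Calcium flux readout, no-wash dye, 1 read/s. Inducible HEK293 Trex D2 line, overnight 30 C. Compound alone 180 s (agonist flags), then EC20 dopamine, another 180 s to score potentiation.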
TRHR enhancer: TRH receptor (human) allosteric enhancement; hit rate 0.66% among 360,000; P34981; AID 493056; TRHR cells, fluo-8 calcium fluorescence, EC20 TRH enhancement; enhancement, % at 2 µM; in the data active = enhancement above about 30%; note: 0% is about no effect
Target sequence (P34981 whole entry, looked up): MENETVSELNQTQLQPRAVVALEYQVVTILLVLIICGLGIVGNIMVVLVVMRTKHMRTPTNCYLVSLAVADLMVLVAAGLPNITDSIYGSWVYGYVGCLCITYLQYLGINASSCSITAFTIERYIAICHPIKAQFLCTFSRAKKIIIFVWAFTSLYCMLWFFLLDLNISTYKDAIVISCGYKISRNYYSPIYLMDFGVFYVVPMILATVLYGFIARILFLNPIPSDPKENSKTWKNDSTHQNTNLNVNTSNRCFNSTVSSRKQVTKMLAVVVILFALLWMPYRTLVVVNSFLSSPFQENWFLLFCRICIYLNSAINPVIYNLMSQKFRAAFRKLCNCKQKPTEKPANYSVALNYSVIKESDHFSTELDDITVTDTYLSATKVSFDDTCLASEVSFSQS
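TRHR-expressing cells loaded with fluo-8 calcium dye were read kinetically (ex 480/em 530) during compound addition, then stimulated with an EC20 of TRH (10 nM final). Enhancement of the Gq-mediated intracellular calcium response was scored.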
RXFP1 ag: RXFP1 (human) receptor agonism; Q9HBX9; hit rate 0.3% among 370,000; HEK293T-RXFP1 cAMP TR-FRET, 30 min; response scale: percent of porcine relaxin response, buffer zero; Potency, µM (highest dose often 57.5 µM), without a hit: at the highest dose activation, hits mostly activators; note: potency is the fitted concentration of half-maximal effect; % is set by controls: 0 for no effect and ±100 for the full control effect; nearly all actives have a fitted effect of over 60% in size; many of its hits are not listed in these tables
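HEK293T cells stably expressing RXFP1 were pretreated with the PDE4 inhibitor Ro 20174, exposed to compounds for 30 min at 37C, lysed, and cAMP was read by TR-FRET. Data normalized to buffer (basal) and 29 nM porcine relaxin (100%).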
TRHR agonist: TRH receptor (human) agonism. P34981. TRHR cells, calcium flux fluo-8, FDSS agonist mode. activation, % at 2 µM. hit rate 0.18% among 360,000; in the data active = activation above about 30%; note: 0% is about no effect
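Fluo-8-loaded TRHR cells; 10 s baseline, compound added, kinetic Ca2+ fluorescence read 1/s, agonist mode.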
RXFP1 antag: blocks the human relaxin receptor RXFP1 | hit rate 0.59% among 350,000 | HEK293-RXFP1, relaxin-stimulated cAMP HTRF, 30 min; stronger effect = lower value | activity change, negative = inhibition, % at 57.5 µM;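 active = activity change of -60% or lower, but not beyond a set lower limit; inconclusive = change between -60% and -40%, or beyond the set limit; inactive = change above -40%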; note: % is set by controls: 0 for no effect and ±100 for the full control effect
D1 ag: agonists of human D1 dopamine receptor; AID 504660; hit rate 1% among 360,000; P21728; HEK293 T-REx D1 cells, calcium flux, agonist mode; activation, % at 2 µM; in the data active = activation above about 30%; note: 0% is about no effect
Target sequence (P21728 whole entry, looked up): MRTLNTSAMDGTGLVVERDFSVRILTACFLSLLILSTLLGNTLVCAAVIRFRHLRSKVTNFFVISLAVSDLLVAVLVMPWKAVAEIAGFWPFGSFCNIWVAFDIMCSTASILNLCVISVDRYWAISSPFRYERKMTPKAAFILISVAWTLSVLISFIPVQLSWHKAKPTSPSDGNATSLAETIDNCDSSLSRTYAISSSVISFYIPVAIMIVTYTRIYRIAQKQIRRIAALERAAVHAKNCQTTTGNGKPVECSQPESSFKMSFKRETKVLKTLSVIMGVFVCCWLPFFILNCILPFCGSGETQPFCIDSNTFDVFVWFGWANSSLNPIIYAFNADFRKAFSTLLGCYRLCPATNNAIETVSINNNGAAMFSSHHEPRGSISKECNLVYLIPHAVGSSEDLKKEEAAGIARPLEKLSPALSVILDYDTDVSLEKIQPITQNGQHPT
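Tetracycline-induced HEK293 TREx D1 cells, force-coupled to calcium signalling, were dye-loaded with a no-wash calcium kit. Compound was pin-added after a 10 s baseline. Fluorescence was read kinetically at 1 cycle/s for 180 s, with calcium rises flagged as agonism.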
D1 antagonist: antagonists of human D1 dopamine receptor | P21728 | activity change, negative = inhibition, % at 10 µM | hit rate 3.2% among 360,000 | HEK293 TREx D1 cells, calcium flux, dopamine EC80; stronger effect = lower value | AID 504652; in the data active = activity change below about -30%; note: % is set by controls: 0 for no effect and ±100 for the full control effect
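Antagonism measured as reduced calcium response to an EC80 dopamine addition following 180 s compound pre-read; cells were inducible HEK293 Trex D1 plated overnight at 30 C, read kinetically at 1 cycle/sec.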
D1 PAM: enhances dopamine response at the human D1 receptor; P21728; HEK293 TREx D1 cells, calcium flux, dopamine EC20 potentiation; potentiation, % at 10 µM; hit rate 0.036% among 360,000; AID 504651; in the data active = potentiation above about 30%; note: 0% is about no effect
Apoferritin bind: binds horse apoferritin like a general anesthetic; AID 485281; hit rate 0.074% among 350,000; P02791; apoferritin/1-aminoanthracene competitive binding, fluorescence; Potency, µM (highest dose often 77.5 µM), for the others: at the highest dose activity change, negative = displacement, usual class: inhibitors; note: potency is the fitted concentration of half-maximal effect; % is set by controls: 0 for no effect and ±100 for the full control effect; nearly all actives have a fitted effect of over 20% in size
Target sequence (P02791 2-175 limits assumed): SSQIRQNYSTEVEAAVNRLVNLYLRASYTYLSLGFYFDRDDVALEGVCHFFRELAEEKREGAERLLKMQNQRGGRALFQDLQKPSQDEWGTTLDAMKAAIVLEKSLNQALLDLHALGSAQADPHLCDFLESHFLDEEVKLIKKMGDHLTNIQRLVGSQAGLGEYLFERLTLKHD
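Read-out: endpoint 1-AMA fluorescence, excitation 380 nm and emission 535 nm, after compounds sit 10 min at room temperature with 10 uM horse-spleen apoferritin in 50% saturated 1-AMA/PBS. Values come from four-parameter Hill fits.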
* = called active by the depositor; u = inconclusive; x = not tested or not shown; [ ] = dose if it differs, or a comment. Unless noted, calls come from the whole dose curve; as a rule, active = well fitted curve in the direction sought with a large enough effect; inconclusive = small, poorly fitted or top-dose-only effect, or another doubt; inactive = no such curve, though single readings can be large; an effect the other way counts as inactive or inconclusive.

structure	D1 ag	Apoferritin bind	TRHR agonist	D1 PAM	RXFP1 antag	TRHR enhancer	D2 potentiator	RXFP1 ag	D1 antagonist
COc1ccc(C(NC(=O)c2ccc(-c3ccccc3)cc2)c2ccccc2)cc1 (stereo not drawn)	4.5	-9.1%	1.6	-0.9	x	-1.5	-2.2	4.3%	7.1
O=C1OCc2cc(NC(=O)C34CC5CC(CC(C5)C3)C4)ccc21	5.9	u	-0.2	5.4	-0.9	8.5	21.7	1.0%	-3.3
COC(=O)c1ccccc1NC(=O)c1c(C)oc2ncn(C)c(=O)c12	-1.5	2.7%	-0.3	1.1	x	2.7	3.5	1.9%	-20.0
Cc1nc2sc(C(N)=O)c(N)c2c2c1CCCC2	4.3	28.5%	-2.9	-2.9	14.2	-1.6	12.9	17.6%	-30.1*
COc1ccc(/C=N/Nc2nnc(Cc3ccccc3)c(=O)[nH]2)cc1	2.2	1.8%	0.8	-3.9	0.0	-2.5	-1.3	0.7%	11.1
Cc1cc(C)n(C(=O)CNC(=O)C2COc3ccccc3O2)n1 (stereo not drawn)	0.6	0.3%	2.0	2.5	-8.7	-6.0	0.2	2.0%	-2.0
Cc1ccc2c(c1)sc1nc(-c3cc4cc(Cl)ccc4oc3=O)cn12	3.0	9.5%	0.5	-2.1	9.1	0.1	1.9	3.1%	1.2
Cc1cc([N+](=O)[O-])nn1CC(=O)Nc1ccccn1	1.1	-4.9%	0.2	-0.5	1.2	-4.2	x	15.2%	5.5
COc1ccc(-c2cc3ccc(O)c(CN4CCCC(C)C4)c3oc2=O)cc1OC (stereo not drawn)	2.1	671.3%[activator]	31.9*	-2.8	x	4.1	11.4	21.3%	14.8
COc1cc(C(=O)NCc2nc3cccnc3n2Cc2ccc(C)cc2)cc(OC)c1OC	0.3	-11.2%	-0.3	-3.7	2.4	-2.5	-6.9	1.1%	7.2
Brc1ccccc1-c1cnco1	0.0	-14.4%	-0.4	-0.8	-7.2	-6.4	10.3	-1.8%	-7.8
CCn1c(SCC(=O)Nc2nccs2)nnc1-c1cc2cccc(OC)c2o1	0.5	-6.7%	-0.3	-8.7	-15.2	-10.4	-2.6	2.0%	-16.7
CCCCn1c(=O)[nH]c(=O)c2c1nc(-c1ccc(C(F)(F)F)cc1)n2C	3.6	3.4%	0.2	-7.7	5.7	9.0	-1.4	1.8%	-15.1
O=C(CSc1ncccc1-c1nc2ccccc2[nH]1)NCc1ccco1	0.7	1.6%	1.0	-4.2	0.6	-2.8	-9.5	0.6%	3.0
O=C(Cc1ccc(Cl)cc1)NCc1nc(-c2ccccc2)no1	2.3	-14.2%	-1.1	-3.8	x	7.3	-2.6	1.0%	-12.9
O=C(NC1CCN(C(=O)N2c3ccccc3Sc3ccccc32)CC1)c1ccco1	12.1	-12.2%	0.8	-4.7	-16.2	-4.9	17.1	0.1%	-1.8
O=C(CCc1ccccc1)Nc1cc(Cl)ccc1O	1.9	5.62µM*	-0.3	-5.2	11.4	3.0	1.2	-0.7%	-6.8
O=C(O)CN1C(=O)/C(=C/c2ccc(-c3cccc(Cl)c3)o2)SC1=S	5.0	x	2.1	10.1	x	32.0*	x	x	12.8
CC(=O)Nc1ccc(S(=O)(=O)NCc2ccc3c(c2)cc(C)n3C)cc1	4.8	u	1.0	1.6	-1.9	13.9	-5.0	3.0%	-16.5
O=C(NCCc1ccc2c(c1)OCO2)C1CCN(S(=O)(=O)c2ccc(Cl)cc2)CC1	1.0	7.1%	0.0	-3.4	8.3	-11.4	-9.3	1.3%	-5.0
O=S(=O)(NCCOCC(F)(F)F)c1ccc2oc3ccccc3c2c1	18.1	-13.7%	0.1	-2.2	-9.9	-3.1	4.1	0.0%	-7.0
O=C(CCC1N=C2c3ccccc3N=C(SCC(=O)Nc3ccccc3F)N2C1=O)NCc1ccccc1 (stereo not drawn)	2.4	-3.0%	-0.4	-1.4	-19.4	-5.9	5.0	4.8%	5.3
COc1ccc(-c2csc(NC(=O)CCn3cnc4ccccc4c3=O)n2)cc1OC	0.0	u	0.1	-1.2	26.7	3.8	5.9	0.3%	1.0
Cc1ccccc1-n1c(=S)[nH]c2nc3c(cc2c1=O)COC(C)(C)C3	0.3	1.0%	0.4	-7.2	3.3	1.9	5.3	0.1%	-21.4
COc1ccc(/C=C/C(=O)C2CC2)cc1COc1cccc(C)c1C	19.4	-18.1%	0.1	5.7	-3.5	2.1	0.1	1.2%	-1.1
Cc1cc(C)cc(NC(=S)/N=C(\N)Nc2nc(C)c3ccccc3n2)c1	0.4	-9.0%	-0.6	-18.6	-8.1	1.1	0.8	1.8%	-12.5
COc1ccc(CCNC(=O)C2CCN(c3nc4ccccc4nc3C(F)(F)F)CC2)cc1OC	0.9	-5.9%	-0.5	-6.4	x	-5.3	3.3	6.3%	-15.1
CC1=NN(C(=O)c2ccccc2-n2cccc2)C(O)(C(F)(F)F)C1 (stereo not drawn)	0.8	4.0%	-0.1	-6.5	1.8	5.8	-9.1	7.5%	-50.4*
Cc1cc(=O)oc2c(C)c(OCC(=O)NCCCN3CCCC3=O)ccc12	1.0	-3.4%	0.5	1.4	-7.8	0.3	-1.5	11.0%	24.9
COc1ccc(C(=O)Nc2nnc(SCc3cc(=O)c4cc(C)cc(C)c4[nH]3)s2)cc1	2.5	38.1%[activator]	-1.0	-2.8	-7.8	1.2	-2.5	1.8%	-10.6
O=C1c2ccccc2C(Nc2ccc3c(c2)OCCO3)N1Cc1ccc2c(c1)OCO2 (stereo not drawn)	-1.8	-11.9%	-0.4	0.2	-10.6	-5.7	-2.2	1.4%	-1.9
Cc1ccccc1NC(=O)c1cccc(N2C(=O)C3CCCCC3C2=O)c1 (stereo not drawn)	11.1	-13.8%	-1.6	1.4	6.2	3.3	x	3.3%	-30.2*
COc1c(OC2OC(C(=O)O)C(O)C(O)C2O)cc(O)c2c(=O)cc(-c3ccccc3)oc12 (stereo not drawn)	1.5	-7.9%	0.4	-2.9	x	-0.9	2.7	6.3%	0.6
Cc1sc(NC(=O)c2ccccc2F)c(CN2CCCCC2)c1C	-0.3	7.1%	-3.0	8.9	-14.9	-8.0	0.0	0.2%	-5.4
CCCCSc1nc2ccc(Nc3nc(N4CCOCC4)nc(N4CCOCC4)n3)cc2s1	0.9	-13.7%	-0.8	-7.1	-6.4	2.9	-1.8	1.8%	-8.1
O=S(=O)(/N=C/N1CCOCC1)c1ccc(Cl)cc1	2.7	-7.5%	0.2	-0.1	0.0	-6.1	x	1.7%	-4.2
CC(C)Cc1nn2c(=O)cc(COc3ccc(NC(=O)c4ccco4)cc3)nc2s1	5.5	-6.4%	2.5	-0.4	19.1	-7.7	9.8	10.0%	-13.5
CCN1CCCC1CNc1ccc(S(C)(=O)=O)cc1[N+](=O)[O-] (stereo not drawn)	0.8	-9.9%	0.2	-6.8	-1.4	6.6	x	0.8%	6.2
COc1ccc(NC(=O)CCC(=O)OCc2ccc(Br)cc2)cc1	4.1	3.0%	-0.1	-1.3	1.0	0.2	-1.1	2.5%	9.7
CC(=O)Nc1ccc(NC(=O)c2ccc(S(=O)(=O)N(C)c3ccccc3)cc2)cc1	4.7	x	0.0	-10.6	-21.8	-9.0	3.0	0.1%	-9.7
COc1ccc(-n2c3c(c(=O)[nH]c2=O)C(NC(=O)c2ccccc2Cl)(C(F)(F)F)C(=O)N3)cc1 (stereo not drawn)	0.7	-0.8%	0.3	-2.9	-16.9	-0.6	5.8	2.7%	6.5
COC(=O)C1=C(C)N=c2s/c(=C/c3ccoc3)c(=O)n2C1c1ccccc1 (stereo not drawn)	9.3	u	5.1	-12.9	-13.2	-0.6	2.2	2.1%	-25.8
Cc1nc(C)c(Cc2ccccc2Cl)c(=O)[nH]1	2.1	7.4%	0.5	-3.8	9.9	2.0	-12.0	0.2%	3.1
Cc1ccc(CNC(=O)C2CCN(Cc3nc(-c4ccccc4C)oc3C)CC2)cc1	13.5	-3.1%	-0.3	-2.2	x	5.6	-1.3	-1.7%	4.6
CCOC(=O)CNC(=O)CSc1nnc(Cn2cnc3ccccc32)n1C	2.1	2.9%	0.7	-8.8	16.4	0.2	-4.8	-0.1%	9.7
O=C(Cc1ccccc1F)Nc1ccccc1N1CCCC1	0.3	-2.4%	-0.7	0.6	3.2	2.0	11.4	0.3%	11.0
O=C(NCc1cccc(Cl)c1)c1ccc(NC(=O)N2CCSc3ccccc32)cc1	1.2	u	0.0	-2.2	-8.1	-1.2	1.9	-2.0%	7.6
COC(=O)c1c(SCC(=O)Nc2ccc(C)c(C)c2)nc(=O)[nH]c1C	3.2	1.7%	0.8	-0.8	6.2	-1.8	-1.2	6.1%	10.9
CCOc1cccc(C(=O)NC(=S)NCc2cccnc2)c1	-1.9	-6.1%	-0.6	-11.2	-11.9	-1.7	0.2	-0.4%	-14.5
Fc1cccc(Cn2cc(C(=S)N3CCOCC3)c3ccccc32)c1	0.6	u	0.1	-0.6	-2.7	-6.8	-3.8	2.7%	-2.3
c1ccc(CN2CCN(c3nc(-c4ccccc4)nc(-n4ccnc4)n3)CC2)cc1	5.3	u	0.4	-0.7	-21.7	2.0	7.7	-1.3%	7.2
CCN(C(=O)CSc1nnc(COc2cccc(C)c2)o1)c1nc(C)cs1	2.7	2.3%	-0.2	0.6	13.8	-2.2	0.0	-1.6%	-3.4

Full records as entered above. Screens in order: D1 ag, Apoferritin bind, TRHR agonist, D1 PAM, RXFP1 antag, TRHR enhancer, D2 potentiator, RXFP1 ag, D1 antagonist
`Cc1ccccc1-n1c(=S)[nH]c2nc3c(cc2c1=O)COC(C)(C)C3` in the list: 0.3, 1.0%, 0.4, -7.2, 3.3, 1.9, 5.3, 0.1%, -21.4
`COc1ccc(CCNC(=O)C2CCN(c3nc4ccccc4nc3C(F)(F)F)CC2)cc1OC` in the list: 0.9, -5.9%, -0.5, -6.4, x, -5.3, 3.3, 6.3%, -15.1
`O=C(NCc1cccc(Cl)c1)c1ccc(NC(=O)N2CCSc3ccccc32)cc1` in the list: 1.2, u, 0.0, -2.2, -8.1, -1.2, 1.9, -2.0%, 7.6

An excerpt. The share of hits here may be higher or lower than overall.
